TPT1 inh = inhibitors of Candida albicans tRNA 2'-phosphotransferase TPT1. recombinant caTPT1, FP RNA substrate dephosphorylation. inhibition, % at 5 µM. hit rate 0.81% among 300,000. AID 1962;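 active means inhibition above the mean of all tested compounds plus 3 SD, set per screening campaign, cut at about 24% in these data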;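 further: plate controls were DMSO alone for no effect and ferristatin control at 100 nM for full effect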
Fh CTSL1 inh = blocks F. hepatica cathepsin L1 in PFM18AAP counter-screen. inhibition, % at 5.96 µM. recombinant F. hepatica cathepsin L1, Z-Leu-Arg-MCA fluorescence. hit rate 0.49% among 300,000;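 active means inhibition above the mean of all tested compounds plus 3 SD, set per screening campaign, cut at about 17% in these data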;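 further: 0% = plate median of test compound wells and 100% = 1 µM Z-Phe-Ala-diazomethylketone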
HCV core dimer = HCV core protein dimerization inhibition | AID 1899 | inhibition, % at 5 µM | TR-FRET GST/Flag-core106 dimerization, 1536-well | hit rate 0.33% among 300,000;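 active means inhibition above the mean of all tested compounds plus 3 SD, set per screening campaign, cut at about 45% in these data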
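Assay system: tagged HCV core106 pair (GST and Flag); medium: KF-containing HEPES buffer, pH 7.45, DTT, CHAPS, BSA; also added: Eu donor and XL665 acceptor anti-tag antibodies; dosing: 5 µM single dose; timing: compound-protein-antibody incubation 4 h at 22.5 °C; signal: TR-FRET 671 and 617 nm emission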
PP1 inh = PP1-alpha (human) inhibition in PP5 counter-screen. P62136. inhibition, % at 6.7 µM. hit rate 0.9% among 320,000. purified PP1alpha, OMFP fluorescence;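 active means inhibition above the mean inhibition of all tested compounds plus 3 SD, computed separately for each screening campaign, cut at about 15% in these data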
ZTA DNA inh = ZTA (EBV) inhibition in EBNA-1 counter-screen. P03206. ZTA-DNA binding, fluorescence polarization. inhibition, % at 11 µM. hit rate 0.15% among 320,000. AID 2234; in the data active means inhibition above about 33%
Target sequence (P03206 whole entry, looked up): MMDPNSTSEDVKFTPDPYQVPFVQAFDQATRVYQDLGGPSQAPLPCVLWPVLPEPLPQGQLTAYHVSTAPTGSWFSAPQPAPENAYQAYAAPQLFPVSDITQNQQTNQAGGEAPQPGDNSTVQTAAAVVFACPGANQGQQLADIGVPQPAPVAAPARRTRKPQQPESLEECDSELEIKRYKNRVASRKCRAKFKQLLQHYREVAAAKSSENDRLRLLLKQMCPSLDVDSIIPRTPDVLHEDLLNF
PREPL inh = inhibits the human prolyl oligopeptidase-like enzyme | recombinant PREPL, fluorescence polarization activity-based probe | hit rate 0.68% among 320,000 | Q4J6C6 | AID 2751 | inhibition, % at 5.96 µM; in the data active means inhibition above about 43%;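 further: 0% = enzyme with DMSO and 100% = wells lacking enzyme; many of its hits are not listed in these tables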
Target sequence (Q4J6C6 whole entry, looked up): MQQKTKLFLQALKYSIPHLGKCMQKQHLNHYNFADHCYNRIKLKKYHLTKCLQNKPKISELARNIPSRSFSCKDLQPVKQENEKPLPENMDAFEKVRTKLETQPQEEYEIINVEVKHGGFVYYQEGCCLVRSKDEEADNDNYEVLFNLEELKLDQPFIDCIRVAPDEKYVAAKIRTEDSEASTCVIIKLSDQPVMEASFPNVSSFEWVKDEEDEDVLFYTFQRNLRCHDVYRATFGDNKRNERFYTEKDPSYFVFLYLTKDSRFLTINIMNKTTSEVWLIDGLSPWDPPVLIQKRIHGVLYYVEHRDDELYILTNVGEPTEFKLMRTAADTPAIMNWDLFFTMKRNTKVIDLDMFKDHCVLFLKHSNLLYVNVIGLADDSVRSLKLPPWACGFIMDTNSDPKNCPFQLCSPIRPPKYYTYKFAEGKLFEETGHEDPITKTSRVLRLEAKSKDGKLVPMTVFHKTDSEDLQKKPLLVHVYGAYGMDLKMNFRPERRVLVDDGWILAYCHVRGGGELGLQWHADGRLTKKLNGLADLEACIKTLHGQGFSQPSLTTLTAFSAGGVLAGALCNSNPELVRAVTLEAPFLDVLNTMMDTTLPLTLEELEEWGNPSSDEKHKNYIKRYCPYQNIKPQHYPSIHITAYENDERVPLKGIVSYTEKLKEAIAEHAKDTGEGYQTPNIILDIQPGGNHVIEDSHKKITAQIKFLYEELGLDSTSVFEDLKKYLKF
Efflux pump inh = blocks antifungal efflux pumps in multiplex yeast assay; hit rate 0.44% among 330,000; S. cerevisiae Candida pump triplex, Nile Red efflux; inhibition, % at 10 µM; AID 485275;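 active means plate passing quality check with inhibition over a set limit, or well fluorescence over plate mean plus 4 SD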;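 further: Nile Red retained in pooled yeast measured as flow cytometry median fluorescence; 0% = buffer negative control and 100% = Enniatin B positive control; higher means more Nile Red kept so more efflux inhibition; some compounds called inactive have numbers as strong as hits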
PP5 inh = blocks human protein phosphatase 5 activity; inhibition, % at 6.7 µM; hit rate 0.18% among 320,000; AID 1987; purified PP5c, OMFP substrate fluorescence; P53041;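 active means inhibition above the campaign's mean inhibition across all tested compounds plus 3 SD, cut at about 9.5% in these data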;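 further: 0% = DMSO only and 100% = 100 µM cantharidin control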
EBNA-1 inhibitor = blocks EBNA-1 binding to DNA. inhibition, % at 14.8 µM. EBNA-1 DNA binding, fluorescence polarization. hit rate 0.34% among 300,000; in the data active means inhibition above about 28%
Active calls of the source: *; . = no result given. These rows are one share of the data, so the mix of outcomes need not match the whole.

SMILES | TPT1 inh | Fh CTSL1 inh | HCV core dimer | PP1 inh | ZTA DNA inh | PREPL inh | Efflux pump inh | PP5 inh | EBNA-1 inhibitor
COc1ccc(N2CCN(S(=O)(=O)c3cccc4nsnc34)CC2)cc1 | -5 | 0 | -3 | -1 | -19 | 3 | 0.5 | -0.1 | 3
CCN(CC)c1ccc(CNc2ccc3c(c2)ncn3CC)cc1 | 0 | -3 | -8 | 1 | 6 | 24 | -0.1 | 1.8 | -7
O=c1ccc(-c2ccc([N+](=O)[O-])cc2)nn1-c1ccccc1 | 1 | 4 | 1 | 1 | -6 | 12 | 0.0 | 0.1 | 6
COCCCNC(=O)Cn1ccc(N)nc1=O | . | . | . | 0 | -12 | 12 | -0.3 | 2.6 | .
Cc1ccc(/C=N\NC(=O)C2CC(=O)N(c3ccccc3)C2)o1 (stereo not drawn) | 0 | -3 | -3 | -2 | -6 | 3 | -0.1 | -0.9 | -8
O=C(Cn1nc(C(F)(F)F)cc1C1CC1)NCc1ccccc1F | 0 | 1 | 3 | -1 | 3 | 2 | 0.7 | 0.5 | 10
COc1cc(CC(=O)OCC(=O)N2CC(C)CC(C)C2)cc(OC)c1OC (stereo not drawn) | -5 | -4 | -13 | 0 | -3 | 9 | 0.0 | -0.9 | 6
O=C(N/N=C/c1c(-c2ccccc2)[nH]c2ccccc12)c1cccnc1 | -4 | -1 | -12 | -1 | -23 | 27 | 0.0 | 0.5 | -8
CCc1nnc(NC(=O)CSc2nnc(-c3ccco3)n2CC)s1 | 1 | 5 | -4 | -7 | -7 | 14 | 0.1 | 4.2 | 5
COc1ccc(OC)c2sc(N3CCCCC3)nc12 | -1 | -2 | -3 | -1 | -11 | 10 | 1.1* | 1.2 | -18
COc1ccc(S(=O)(=O)N2CCC(C(=O)NCCN3CCOCC3)CC2)cc1 | -3 | -1 | -3 | -2 | -18 | 16 | -0.3 | -0.1 | 8
COC(=O)CSC1=NS(=O)(=O)c2ccccc21 | -5 | -6 | -1 | 1 | -27 | -5 | -0.3 | 0.2 | -4
O=C(Nc1ccccc1)C1=C[C@H](C2CC2)C[C@H](OCCCCO)O1 | -2 | -1 | -25 | 1 | 15 | 18 | -0.1 | 0.6 | 1
COc1cc(CNCc2ccc(C)cc2)cc(OC)c1OC | -2 | -2 | -9 | 2 | -6 | 12 | -0.1 | 0.9 | 2
C[C@@H](C(=O)N1CCNCC1)n1cc(CCCN=C(N)N)nn1 | -3 | 1 | 8 | -1 | 12 | 4 | . | -0.9 | 5
O=C(Oc1ccc(-c2nnco2)cc1)c1ccco1 | 2 | -6 | -11 | -6 | 2 | 39 | 0.0 | -0.4 | -13
Cc1ccc2nc(NC(=O)c3ccc(Cn4cc(Cl)cn4)o3)sc2c1 | -6 | -2 | 12 | 1 | 2 | -10 | 0.1 | 2.9 | -7
CCOC(=O)N1CCN(C(=O)c2ccc3c(c2)N=C(C)c2cc(Cl)ccc2S3)CC1 | 1 | -6 | 14 | 9 | 12 | 12 | 0.0 | 2.0 | -10
Cc1ccc(-c2csc(NC(=O)C3=NN(c4ccccc4)C(=O)CC3)n2)cc1 | 7 | -1 | 44 | 6 | 0 | 5 | 0.1 | 1.5 | 9
O=C1CCSc2ccc(Cl)cc2N1Cc1ccc(Cl)cc1 | 4 | 4 | 9 | -1 | -9 | -9 | 0.1 | 5.7 | -17
Cc1ccnc2nc(C(=O)OCC(=O)Nc3ccccc3C(C)(C)C)nn12 | 1 | 5 | 4 | -1 | 13 | 10 | 0.1 | 2.1 | 2
CC(=O)N1CCCc2ccccc21 | 2 | 3 | 2 | -2 | -7 | 0 | 0.0 | 0.5 | 0
CC1(C)CC(=O)C=C(NNC(=O)c2ccc(N)cc2)C1 | 3 | 6 | 3 | -3 | 10 | 11 | 0.1 | -1.1 | 7
COc1ccc(C(=O)n2nc(-c3ccc(Cl)cc3)nc2N)cc1OC | 7 | 2 | -1 | 4 | -5 | 7 | 0.3 | 1.7 | -10
Cc1nc(NC(=O)c2ccco2)sc1C(=O)O | -2 | 1 | 7 | -1 | 5 | -10 | 0.3 | 2.6 | -10
CCOC(=O)c1c(C)nsc1NC(=O)C1CCCCC1 | 4 | 2 | -1 | 2 | -12 | 5 | 0.0 | 2.9 | -4
COc1ccc(CN=C2NC(=O)CC(C(=O)Nc3ccc(Cl)cc3)S2)cc1 (stereo not drawn) | -2 | -1 | -9 | 3 | -32 | -14 | -0.1 | 3.6 | -1
CCN(Cc1ccncc1)C(=O)C1CCN(S(=O)(=O)c2cccs2)CC1 | -1 | 0 | 0 | 2 | -4 | -7 | -0.1 | 0.3 | -2
O=C(CCC1CCCCC1)Nc1cc(C(F)(F)F)ccc1N1CCOCC1 | -1 | -8 | 1 | -1 | -12 | 6 | -0.1 | 3.6 | 4
CC(=O)N/C(=N/c1nc(C)cc(C)n1)Nc1cccc(C)c1C | -5 | -4 | 4 | -2 | -1 | -5 | -0.2 | 1.3 | -11
Cc1ccc(NS(=O)(=O)c2cccc(C(=O)NCC(c3ccco3)N3CCCC3)c2)cc1 (stereo not drawn) | . | . | . | 2 | -9 | -1 | 0.0 | 4.9 | .
COCCCn1c(SCC(=O)NCc2ccco2)nc2sc3c(c2c1=O)CCC3 | -5 | 6 | -11 | 1 | -18 | 16 | 0.0 | 2.5 | 3
CCCCN(C(=O)c1ccc(N(C)S(=O)(=O)c2ccc(C)cc2)cc1)c1c(N)n(CCCC)c(=O)[nH]c1=O | 1 | 0 | 3 | -9 | 10 | 8 | 0.0 | 1.3 | -2
COc1cccc(C(c2nnnn2Cc2ccc(F)cc2)N2CCC(C(N)=O)CC2)c1OC (stereo not drawn) | 5 | -7 | -1 | -3 | 2 | -1 | 0.1 | 1.8 | -8
COCCNC(=O)C(c1ccc(F)cc1)N(C(=O)CCC(=O)Nc1ccccn1)c1ccc(C)cc1 (stereo not drawn) | -1 | 2 | -2 | 0 | 12 | -3 | 0.0 | 1.1 | -1
O=C(C1=C[C@@H](c2coc3ccccc3c2=O)C[C@@H](OCc2ccc(CO)cc2)O1)N1CCN(Cc2ccc3c(c2)OCO3)CC1 | -1 | 2 | 13 | 3 | 1 | 20 | 0.0 | -0.6 | -4
COCCN(C(=O)CCCc1nc2ccccc2s1)c1c(N)n(CC(C)C)c(=O)[nH]c1=O | . | . | . | 0 | 5 | 13 | 0.1 | -0.2 | .
O=C(c1cnn2ccccc12)N1CCc2ccccc21 | -1 | 1 | -1 | -5 | -8 | -12 | 0.0 | 0.5 | 0
CC(C)NS(=O)(=O)c1ccc(CCC(=O)Nc2ccc3c(c2)OCO3)cc1 | -1 | 2 | -57 | 0 | -11 | 10 | -0.1 | 0.7 | -9
CCOC(=O)C1CN(S(=O)(=O)c2ccc(C)cc2)c2cc(S(=O)(=O)CC)ccc2O1 (stereo not drawn) | 0 | 5 | 1 | 4 | 5 | 12 | 0.1 | 0.9 | -9
CC(C)(C)OC(=O)N1CCN(c2ccc([N+](=O)[O-])cc2)CC1 | -1 | 6 | 7 | 0 | 7 | 24 | 0.1 | 2.2 | 11
COc1cccc(-c2nc(CS(=O)(=O)CC(=O)NC3CCCC3)c(C)o2)c1 | 1 | 1 | 0 | -3 | 5 | -1 | -0.1 | -0.7 | 9
CCOC(=O)CN1C(=O)CN(c2ccc(C)c(C)c2)C1=O | 1 | 0 | 1 | -2 | 14 | 8 | -0.4 | 0.7 | 15
CCc1ccccc1NC(=S)NNC(=O)c1ccccc1Cl | -4 | 2 | -5 | 6 | -6 | 1 | 0.0 | 0.1 | 2
COc1ccc(OCCNC(=S)Nc2cccc3ccccc23)cc1 | 1 | 4 | 8 | 0 | -10 | 0 | 0.0 | 2.9 | -2
O=C(NS(=O)(=O)Nc1ccc(Cl)cc1)c1c[nH]c2ccccc12 | 2 | -2 | 0 | -6 | -7 | -2 | 0.1 | 3.7 | -6
Cc1ccc2c(c1)c1nnc(SCC(=O)N3CCCc4ccccc43)nc1n2CC(=O)O | 2 | 1 | 20 | 2 | 0 | -2 | 0.4 | 0.8 | -10
Cc1cc(C)n2c(SCC(=O)NCc3ccc4c(c3)OCO4)nnc2n1 | 1 | -2 | 3 | -2 | 0 | 9 | 0.0 | -2.6 | -5

Given in markdown: entries from further up
| canonical_smiles | TPT1 inh | Fh CTSL1 inh | HCV core dimer | PP1 inh | ZTA DNA inh | PREPL inh | Efflux pump inh | PP5 inh | EBNA-1 inhibitor |
| --- | --- | --- | --- | --- | --- | --- | --- | --- | --- |
| O=C(c1cnn2ccccc12)N1CCc2ccccc21 | -1 | 1 | -1 | -5 | -8 | -12 | 0.0 | 0.5 | 0 |
| CC(C)NS(=O)(=O)c1ccc(CCC(=O)Nc2ccc3c(c2)OCO3)cc1 | -1 | 2 | -57 | 0 | -11 | 10 | -0.1 | 0.7 | -9 |
| CCOC(=O)C1CN(S(=O)(=O)c2ccc(C)cc2)c2cc(S(=O)(=O)CC)ccc2O1 (stereo not drawn) | 0 | 5 | 1 | 4 | 5 | 12 | 0.1 | 0.9 | -9 |
| CC(C)(C)OC(=O)N1CCN(c2ccc([N+](=O)[O-])cc2)CC1 | -1 | 6 | 7 | 0 | 7 | 24 | 0.1 | 2.2 | 11 |

Other records
SMILES | TPT1 inh | Fh CTSL1 inh | HCV core dimer | PP1 inh | ZTA DNA inh | PREPL inh | Efflux pump inh | PP5 inh | EBNA-1 inhibitor
CCc1c(C)nc(SCC(N)=O)c(C#N)c1C | -6 | -3 | 3 | -1 | -1 | 11 | 0.0 | -1.1 | 9
CC(C)NS(=O)(=O)c1ccc(NC(=O)Cc2cccs2)cc1 | -3 | -2 | -10 | 2 | -2 | 4 | 0.8 | 0.9 | -8
CC(C)(C)NC(=O)CSC(=Nc1ccccc1F)NC#N | 3 | -1 | 6 | -3 | 1 | 6 | -0.1 | 0.0 | -3
Cc1nc2ncnn2c(Nc2ccc3c(c2)OCO3)c1Cc1ccccc1 | -2 | -4 | -3 | -2 | -10 | 16 | 0.0 | 0.9 | 3
CCOc1ccccc1N(CC(=O)NC(C)(C)C)C(=O)Cn1nnc(-c2ccc(C)o2)n1 | -2 | 6 | -6 | 7 | -3 | -7 | -0.2 | -0.3 | -5
Cc1ccc(NC(=O)CCn2nnc3ccccc32)c(C)c1 | -3 | 0 | -1 | -3 | 14 | -4 | 0.0 | 0.9 | 6
COc1cc(/C=C2\SC(=O)N(CC(=O)Nc3ccccc3F)C2=O)cc(Cl)c1O | 67* | 0 | -10 | 1 | 3 | -9 | 0.0 | -0.5 | 0
O=C(NCCc1ccccc1)c1nnc(CS(=O)(=O)c2ccccc2)o1 | -1 | 0 | 0 | -1 | 3 | -4 | 0.0 | -3.2 | -2
OCCC1CN(Cc2ccc(F)cc2)CCN1CCc1ccccc1 (stereo not drawn) | -2 | 5 | -7 | 3 | -20 | 12 | 0.0 | 2.3 | -13
O=C(Cc1ccccc1)c1ccc2c(c1)OCCO2 | -1 | -7 | -1 | 3 | 8 | 10 | 0.1 | -0.6 | -4
COc1ccc(OC)c(S(=O)(=O)N2CCNCC2)c1 | 0 | -3 | 1 | -2 | -7 | 16 | 0.0 | 0.9 | 6
CCc1ccc(NC(=O)C(NS(=O)(=O)c2cccc3nsnc23)c2ccccc2)cc1 (stereo not drawn) | 2 | 1 | 11 | 6 | 10 | 5 | 0.2 | 3.9 | 5
Cc1cccc(C)c1-n1c(SCC(=O)N2CC(=O)Nc3ccccc32)nc2ccccc2c1=O | 1 | -1 | 15 | 5 | 1 | 4 | 8.2* | 1.4 | -4
COc1cccc(N2CCN(C(=S)Nc3ccc(C)cc3C)CC2)c1 | 0 | 2 | 11 | -1 | -10 | 2 | 0.0 | 2.3 | 5
COc1ccc(S(=O)(=O)N(C)CC(=O)Nc2ccccc2C(F)(F)F)cc1OC | -1 | 10 | -2 | -3 | 12 | 8 | 0.1 | -1.4 | -2

Screens deposited in PubChem by several laboratories.
